Screening data deposited in PubChem by The Scripps Research Institute Molecular Screening Center.
TEAD-YAP inh = TEAD-YAP interaction inhibition; HEK-TIYL cells, TEAD-Gal4/YAP UAS-luciferase luminescence; inhibition, % at 9.12 µM; 1.4% of 640,000 active; AID 1259422; in the data active = inhibition above about 32%;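 also: 0% = median of test compound wells and 100% = reference inhibitor wells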
FBW7 act = activators of human E3 ligase FBW7; normalized activity (activation), % at 26.1 µM; AlphaScreen FBW7–phospho-cyclin E peptide binding, activator screen; 0.13% of 650,000 active; Q969H0; in the data active = normalized activity above about 1.9%;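 also: purified mutant Fbw7 with reduced substrate affinity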
Target sequence (Q969H0 whole entry, looked up): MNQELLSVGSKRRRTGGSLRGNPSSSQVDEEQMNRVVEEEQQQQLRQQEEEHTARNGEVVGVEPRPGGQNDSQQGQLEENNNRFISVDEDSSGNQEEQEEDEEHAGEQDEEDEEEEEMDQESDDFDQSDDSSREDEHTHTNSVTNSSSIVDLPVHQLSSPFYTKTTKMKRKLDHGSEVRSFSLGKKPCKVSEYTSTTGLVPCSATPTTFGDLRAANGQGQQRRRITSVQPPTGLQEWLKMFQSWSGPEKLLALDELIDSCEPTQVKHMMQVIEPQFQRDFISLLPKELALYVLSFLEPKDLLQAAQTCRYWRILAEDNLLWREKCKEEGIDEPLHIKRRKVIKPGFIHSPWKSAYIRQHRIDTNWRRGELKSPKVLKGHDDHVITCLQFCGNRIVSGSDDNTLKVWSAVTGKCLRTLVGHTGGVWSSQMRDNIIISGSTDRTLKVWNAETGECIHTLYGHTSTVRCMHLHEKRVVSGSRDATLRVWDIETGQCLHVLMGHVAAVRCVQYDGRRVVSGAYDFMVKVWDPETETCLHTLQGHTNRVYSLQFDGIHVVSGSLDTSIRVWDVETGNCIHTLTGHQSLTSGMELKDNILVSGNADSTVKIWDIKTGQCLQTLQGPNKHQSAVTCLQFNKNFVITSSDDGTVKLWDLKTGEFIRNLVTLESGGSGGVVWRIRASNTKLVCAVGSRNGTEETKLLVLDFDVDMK
GPR151 activ = activates the human receptor GPR151; 1% of 650,000 active; Q8TDV0; AID 1508602; PathHunter beta-arrestin GPR151 cells, luminescence; activation, % at 11.2 µM; in the data active = activation above about 4.9%;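 also: 0% = median of compound wells and 100% = cells with positive control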
Target sequence (Q8TDV0 whole entry, looked up): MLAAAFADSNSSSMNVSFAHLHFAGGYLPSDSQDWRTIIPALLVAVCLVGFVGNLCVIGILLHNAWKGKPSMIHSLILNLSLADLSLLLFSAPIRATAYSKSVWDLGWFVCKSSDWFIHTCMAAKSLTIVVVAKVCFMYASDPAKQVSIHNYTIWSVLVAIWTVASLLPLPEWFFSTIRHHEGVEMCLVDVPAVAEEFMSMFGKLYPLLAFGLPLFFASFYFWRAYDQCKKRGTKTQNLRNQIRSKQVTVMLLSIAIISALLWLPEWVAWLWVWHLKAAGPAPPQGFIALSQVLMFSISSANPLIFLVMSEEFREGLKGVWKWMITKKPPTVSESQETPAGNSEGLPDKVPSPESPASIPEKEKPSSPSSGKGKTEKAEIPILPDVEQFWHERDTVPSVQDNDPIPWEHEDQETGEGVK
MITF inh = blocks human microphthalmia-associated transcription factor; O75030; AlphaScreen MITF homodimerization, bead proximity signal; inhibition, % at 2.6 µM; 0.91% of 650,000 active; in the data active = inhibition above about 50%;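 also: 0% = vehicle wells with protein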
The depositor's hits bear a star. Compounds were not picked by outcome; about 3.5% have a hit in one of these screens.

SMILES	TEAD-YAP inh	FBW7 act	GPR151 activ	MITF inh
N#CC(c1ccccc1)N1C(=O)c2ccccc2C1=O (stereo not drawn)	5	0.1	3.0	1
COc1ccc(C)cc1NC(=O)c1sc2ncnc(N3CCN(c4ccccc4)CC3)c2c1C	-2	1.2	0.3	7
c1nc(N2CCOCC2)c2sc3nc(N4CCCCC4)c4c(c3c2n1)CCCC4	1	-0.1	0.8	-2
Cc1ccc(-c2cc(C(F)(F)F)n3ncc(C(=O)N4CCSCC4)c3n2)cc1	-1	0.2	0.0	-4
Cc1ccc(C2SCc3cc(C)c(C)cc3CS2)c(O)c1	5	0.0	0.4	12
Cc1csc(NC(=O)CSc2nnc(-c3ccco3)n2C)n1	-6	-0.1	-0.8	-10
CC(=O)N1Cc2ccccc2C(C)CC12CCCCC2 (stereo not drawn)	-7	-0.1	-0.5	-4
Cc1cc(NC(=O)CN(C)S(=O)(=O)c2cnc[nH]2)ccc1Br	-2	-0.1	-1.9	11
O=C(COc1cccc([N+](=O)[O-])c1)N/N=C/c1ccc([N+](=O)[O-])cc1	-11	0.1	0.5	-14
CCOC(=O)CNC(=S)N1CCn2c(nc3ccccc32)C1	7	0.0	0.9	6
CCOC(=O)CC1=NN(c2ccccc2)C(=O)/C1=C\c1cc(OC)c(OC)cc1OC	-11	-0.1	2.1	15
CC(C)(C)Nc1nc(-n2ccnc2)nc(-n2ccnc2)n1	3	0.0	0.5	9
CCc1cccc(NC(=O)c2[nH]c(C)c(C(C)=O)c2C)c1	-63	0.0	3.6	-2
CC(C)C1N=C(c2cccs2)CC(c2ccccc2O)N1 (stereo not drawn)	-30	0.2	-1.2	14
O=C(Nc1ccc2c(c1)OCCO2)c1c(Cl)cccc1Cl	-19	0.1	2.4	-3
Cc1cc(O)c(CN2CCN(S(=O)(=O)c3ccc(F)c(F)c3F)CC2)cc1C	5	0.4	-1.2	-8
CCc1ccc(-n2c(C)cc(/C=C(/C#N)C(=O)N3CCOCC3)c2C)cc1	-66	-0.1	-0.8	7
O=C1c2ccccc2-c2onc3c(N4CCCCCC4)cc(NCCO)c1c23	37*	-0.5	0.7	30
Nc1cc(C(=O)OCC(=O)N2CCCCCC2)ccc1Cl	0	0.1	1.3	-4
Cc1ccc(N(C(=O)c2ccc(C)c(C)c2)C2C=CS(=O)(=O)C2)cc1 (stereo not drawn)	10	0.1	0.2	11
C/C(CC(=O)Nc1cccnc1)=N\NC(=O)COc1ccccc1C	-3	-0.1	0.4	8
O=C(O)c1cccn2c(=O)c3c4c(sc3nc12)CCCC4	3	0.2	0.4	8
O=C1Nc2ccc(Cl)cc2C1(O)Cc1n[nH]c(=O)c2ccccc12 (stereo not drawn)	9	0.0	2.5	2
CCOc1ccc(N=Cc2ccc(N(C)CCC#N)cc2)cc1	11	-0.1	1.0	-8
COc1ccccc1N=Cc1c(O)n(-c2c(C)cc(C)cc2C)c(=O)[nH]c1=O	4	-0.1	-0.8	-18
Cc1c(NC(=O)c2nn(C)c3c2COc2ccccc2-3)cccc1[N+](=O)[O-]	-9	-0.2	-0.1	4
CCN1C/C(=C\c2cc(OC)c(O)c([N+](=O)[O-])c2)c2nc3ccccc3c(C(=O)O)c2C1	13	0.3	-0.8	8
CCOC(=O)c1cc(S(=O)(=O)N2CC=C(c3ccccc3)CC2)cn1C	6	0.8	-0.1	21
FC(F)(F)Oc1ccc(Nc2nc(NCCc3ccccn3)c3[nH]cnc3n2)cc1	3	0.0	-1.0	14
O=C(Nc1ccc(C(F)(F)F)cc1)c1cc(S(=O)(=O)NCC2COc3ccccc3O2)ccc1F (stereo not drawn)	2	0.1	2.8	9
Cc1ccc(N2CC(C(=O)NC3CCCCC3)CC2=O)cc1Cl (stereo not drawn)	-12	0.1	-2.3	-14
CCCN(CCC)C(=O)CSc1nc2n[nH]c(C)c2c(=N)n1-c1ccc(OC)cc1	14	0.5	-2.0	13
C/C(=N\NC(=O)Cc1cccn1C)c1cccnc1	-16	0.0	0.8	-2
O=S(=O)(c1cc(F)ccc1F)N1CCNCC1	-1	0.1	-0.5	-7
Cc1ccc2oc(-c3cc(NC(=O)c4ccccc4C)ccc3O)nc2c1	-9	-0.1	-0.4	-18
O=C(CC(=O)N/N=C/c1cccc([N+](=O)[O-])c1)N/N=C/c1cccc([N+](=O)[O-])c1	17	-0.4	-0.1	8
COc1ccc(-c2noc(CN3CCC(C(O)CC(C)C)CC3)n2)cc1 (stereo not drawn)	8	-0.1	1.2	-5
CCOC(=O)c1cnc2ccccc2c1Nc1ccc(C(=O)O)cc1	-7	0.0	-0.2	13
COc1ccccc1NC(=O)N1CCn2cccc2C1c1ccc(Cl)cc1 (stereo not drawn)	-5	-0.1	-0.3	8
FC(F)Oc1ccc(C2CC(c3ccccc3)Nc3nnnn32)cc1 (stereo not drawn)	-2	0.1	1.3	2
COc1cccc(C2=NOC(C(=O)Nc3cc(Br)ccc3O)C2)c1OC (stereo not drawn)	4	0.1	-0.7	8
CCOC(=O)C1=C(C)N=c2s/c(=C\c3cc(Br)c(OCc4ccccc4)c(Br)c3)c(=O)n2C1c1ccccc1 (stereo not drawn)	-8	0.0	-1.3	0
O=C(NCCCN1CCCC1=O)c1cccc(N2CCOCC2)n1	2	0.2	0.8	-4
CC1=C(C(=O)OCC(C)C)C(c2ccccc2OC(C)C)C2=C(CC(c3ccc(Cl)cc3)CC2=O)N1 (stereo not drawn)	4	0.6	-1.3	-3
O=[N+]([O-])c1ccc(N2CCCCC2)cc1NCCOc1ccc(Cl)cc1	-1	0.0	1.6	13

Brought forward from above: two compounds; new compounds follow.
SMILES	TEAD-YAP inh	FBW7 act	GPR151 activ	MITF inh
CC1=C(C(=O)OCC(C)C)C(c2ccccc2OC(C)C)C2=C(CC(c3ccc(Cl)cc3)CC2=O)N1 (stereo not drawn)	4	0.6	-1.3	-3
O=[N+]([O-])c1ccc(N2CCCCC2)cc1NCCOc1ccc(Cl)cc1	-1	0.0	1.6	13
COc1ccccc1/C=N/Nc1ncc(Cl)cc1Cl	-29	-0.5	-0.6	10
CC(C)Cc1ccc(S(=O)(=O)Nc2ccc(S(N)(=O)=O)cc2)cc1	20	0.6	-0.7	8
Cc1ccc(CC(=O)O/N=C(\N)c2ccncc2)cc1	-5	0.1	1.5	9
CCOc1ccc2c(c1)CC(C(=O)Nc1ccc(-c3cn[nH]c3)cc1OCCN(C)C)NC2 (stereo not drawn)	0	0.7	0.9	13
C=CCNC(=O)c1cc(-c2ccc(F)cc2)on1	-111	-0.1	-0.9	8
Cc1ccc(C(=O)/C=C2\N/C(=N\S(=O)(=O)c3ccc(N)cc3)NC2=O)cc1	-15	0.1	-0.4	1
CCOC(=O)C(=O)c1c[nH]c2ncccc12	-5	0.0	2.8	0
NC(=O)C1CCN(c2ncnc3c2c(-c2ccccc2)cn3-c2ccc(Br)cc2)CC1	3	0.2	1.5	6
O=C(O)c1ccc(/C=N/Nc2ccc(S(=O)(=O)N3CCOCC3)cc2[N+](=O)[O-])cc1	-1	0.0	1.1	-2
CCOC(=O)/C(C#N)=c1\s/c(=C\Nc2ccccc2)c(=O)n1CC	9	0.0	-0.6	1
CN(NC(=O)Cn1cnc2ccccc2c1=O)C1=NS(=O)(=O)c2ccccc21	0	-0.1	0.2	4
Cc1cnc(NCc2cccnc2)nc1NCCN1CCOCC1	0	0.0	3.2	12
CCOC(=O)c1sc(NC(=O)CSc2ncccn2)c(C#N)c1C	5	0.0	5.0*	0
Cc1ccc(NC(=O)COC(=O)CSCc2c(C)[nH]c(=O)[nH]c2=O)cc1	14	0.0	0.5	-19
COc1ccc(C)cc1NC(=O)c1cc(S(=O)(=O)N2CCN(c3cccc(Cl)c3)CC2)ccc1F	4	0.1	0.1	7
Cc1cnc(-c2ccc(N3CCOCC3)nc2)nc1NCc1ccccc1	-33	0.1	4.6	8
CCOC(=O)c1sc(NC(=O)CSc2nnc(CNC(=O)c3cccc(F)c3)n2-c2ccc(OCC)cc2)c(C(=O)OCC)c1C	-1	0.0	-0.2	-9
CC(C)c1ccc(NC(=O)CSc2nc(=O)n(CCCN(C)C)c3c2CCC3)cc1	2	-0.1	-0.3	-10
CC(C)OC(=O)CC(=O)c1sc2nc3c(cc2c1N)CN(C)CC3	14	0.2	-0.3	44
CCOc1ccc(-n2c(SC)nc3c(c2=O)SCC3)cc1	-3	-0.1	-0.4	2
CCc1cc(C(=O)OC)c(NC(=O)CC2NCCNC2=O)s1 (stereo not drawn)	-6	0.0	0.6	22
CC(C)CCn1c(SCC(N)=O)nc2c1c(=O)[nH]c(=O)n2C	4	0.8	-1.6	5
COc1ccc(CNc2cccc(C(=O)O)c2)cc1	-46	-0.1	-8.9	1
COc1ccc(OCC(=O)N/N=C/c2ccc(O)c([N+](=O)[O-])c2)c(Br)c1	-6	0.1	1.4	-8
O=C(CN1C(=O)c2ccccc2C1=O)N1CCN(CCO)CC1	-4	0.1	-0.2	7
O=C1C(=O)N(CNc2cccnc2)c2ccccc21	-14	0.0	0.6	6
CC1=C(C(=O)N2CCCC(CCC(=O)NCc3ccc(F)c(F)c3)C2)OCCO1 (stereo not drawn)	2	0.1	-0.1	10
O=C(Nc1ccc(S(=O)(=O)N2CCCCC2c2cccnc2)cc1)C12CC3CC(CC(C3)C1)C2 (stereo not drawn)	3	0.1	0.2	14
COc1ccc(CNC(=O)CNC(=S)N(Cc2ccccc2)Cc2cccs2)cc1	-20	0.0	-0.2	4
CCOc1ccccc1NC(=O)c1c(NC(=O)COc2ccc(Cl)cc2)sc2c1CCCC2	3	-0.1	0.9	-6
CC(=O)N/C(=N\OCc1ccccc1F)c1nonc1NC(C)=O	3	0.3	-1.4	-5
Cn1ccnc1SCC(=O)Nc1ccccc1C(F)(F)F	5	-0.2	0.4	-9
Cc1cc(C)c2nc3c(c(C(=O)O)c2c1)CCC3	7	-0.1	1.4	10
Cn1c(=O)c2cc(C(=O)NCCCN3CCOCC3)sc2n(C)c1=O	-2	-0.3	1.4	-6
CCOc1ccc(NC(=O)CCCN2C(=S)NC(C)(C)CC2C)cc1 (stereo not drawn)	-4	0.1	-0.2	12
COC(=O)c1ccc(CC2(C)C(=O)Nc3ccc(S(=O)(=O)NC4CCCCC4)cc32)o1 (stereo not drawn)	-3	-0.1	1.7	17
COc1ccc(OC)c(NS(=O)(=O)Cc2ccccc2)c1	7	-0.3	0.0	18
Cc1nnc(Nc2cccc(Cl)c2Cl)[nH]c1=O	-7	-0.2	1.2	1
O=S(=O)(c1ccc2ccccc2c1)N(CC(O)COCc1ccco1)c1ccccc1 (stereo not drawn)	-4	0.2	-0.7	-15
CCOC(=O)c1c(NC(=O)CSc2nnc(CNC(=O)c3cccc(OC)c3)n2-c2ccccc2OC)sc2c1CCCCC2	7	0.1	0.3	6
Cc1nc2sc3c(c2c2nnnn12)CCCC3	6	0.2	1.8	15
O=C(CN1C(=O)C(c2ccccc2)=NC12CCCC2)Nc1ccc(F)cc1	23	-0.1	0.6	8
O=C1NC2(CCCCC2)N(C(=O)COc2ccc(Cl)cc2)C2=C1CCCC2	-9	0.0	0.7	11
COc1ccccc1C1(NC(C)=O)CCN(C(=O)C2CC2)CC1	-78	-0.2	1.5	-8
CN(C)S(=O)(=O)c1cccc(NC(=S)NC23CC4CC(CC(C4)C2)C3)c1	-1	0.1	0.1	16
CC(C)C(NC(=O)c1ccoc1)c1nnc2n1CCN(C(=O)Cc1ccn(C)c1)CC2 (stereo not drawn)	2	-0.2	0.2	6
Cc1ccc(CN2CCC(Cc3ccccc3)CC2)o1	-4	-0.1	1.5	37
COc1ccc(NS(=O)(=O)c2ccc(N)c(C(=O)O)c2)cc1	10	0.0	-1.4	-1
Cc1cccc(OCC(=O)Nc2cc(-c3nc4cc(C)cc(C)c4o3)ccc2C)c1	8	0.0	-0.7	8
CN(CC(=O)N1CC=C(c2ccccc2)CC1)S(=O)(=O)c1cnc[nH]1	14	0.0	-0.3	3

Taken from the entries so far (16 entries):
SMILES	TEAD-YAP inh	FBW7 act	GPR151 activ	MITF inh
Cn1ccnc1SCC(=O)Nc1ccccc1C(F)(F)F	5	-0.2	0.4	-9
Cc1cc(C)c2nc3c(c(C(=O)O)c2c1)CCC3	7	-0.1	1.4	10
Cn1c(=O)c2cc(C(=O)NCCCN3CCOCC3)sc2n(C)c1=O	-2	-0.3	1.4	-6
CCOc1ccc(NC(=O)CCCN2C(=S)NC(C)(C)CC2C)cc1 (stereo not drawn)	-4	0.1	-0.2	12
COC(=O)c1ccc(CC2(C)C(=O)Nc3ccc(S(=O)(=O)NC4CCCCC4)cc32)o1 (stereo not drawn)	-3	-0.1	1.7	17
COc1ccc(OC)c(NS(=O)(=O)Cc2ccccc2)c1	7	-0.3	0.0	18
Cc1nnc(Nc2cccc(Cl)c2Cl)[nH]c1=O	-7	-0.2	1.2	1
O=S(=O)(c1ccc2ccccc2c1)N(CC(O)COCc1ccco1)c1ccccc1 (stereo not drawn)	-4	0.2	-0.7	-15
CCOC(=O)c1c(NC(=O)CSc2nnc(CNC(=O)c3cccc(OC)c3)n2-c2ccccc2OC)sc2c1CCCCC2	7	0.1	0.3	6
Cc1nc2sc3c(c2c2nnnn12)CCCC3	6	0.2	1.8	15
O=C(CN1C(=O)C(c2ccccc2)=NC12CCCC2)Nc1ccc(F)cc1	23	-0.1	0.6	8
O=C1NC2(CCCCC2)N(C(=O)COc2ccc(Cl)cc2)C2=C1CCCC2	-9	0.0	0.7	11
COc1ccccc1C1(NC(C)=O)CCN(C(=O)C2CC2)CC1	-78	-0.2	1.5	-8
CN(C)S(=O)(=O)c1cccc(NC(=S)NC23CC4CC(CC(C4)C2)C3)c1	-1	0.1	0.1	16
CC(C)C(NC(=O)c1ccoc1)c1nnc2n1CCN(C(=O)Cc1ccn(C)c1)CC2 (stereo not drawn)	2	-0.2	0.2	6
Cc1ccc(CN2CCC(Cc3ccccc3)CC2)o1	-4	-0.1	1.5	37
